# SDO1 yeast rescue: compounds rescuing growth of sdo1-depleted yeast, bone marrow failure model. S. cerevisiae sdo1-depleted JHY4D growth rescue, OD600 30 h; stronger effect = higher value; pdr5 snq2 efflux-pump mutant strain. z-score at 10 µM. 0.21% of 140,000 active;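 active = z-score above 3 at both the 24 hr and the 30 hr optical density reads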;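 also: z-score against mean and SD of all compound wells on the same plate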
# Insulin prom inh: TRM-6 insulin promoter activity inhibition; TRM-6 cells (human fetal islet line), insulin promoter-eGFP reporter, imaging; reporter expression induced with tamoxifen; inhibition, % at 2 µM; 0.9% of 130,000 active;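 active = inhibition above the mean plus 3 SD, with well images judged a real hit on visual review, cut at about 60% in these data, passing the limit was not always enough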
# SDO1 yeast rescue Rescue 24 h: second read-out of SDO1 yeast rescue, no call of its own (marks repeat the call); z-score; S. cerevisiae sdo1-depleted JHY4D growth rescue, OD600; measured here: growth rescue at 24 h;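 0 is the plate mean of compound wells and units are plate SD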
# Numbers without * were called inactive; · = not tested or not shown; & = joins results of further samples.
SDO1 yeast rescue,SDO1 yeast rescue Rescue 24 h,Insulin prom inh,SMILES
·,·,8.3,COc1cccc(C(=O)Nc2cc(C)on2)c1OC
-0.73,-0.26,·,C/C(=N/NC(=O)c1sc(=S)n(C)c1C)c1ccccc1
1.22,0.28,8.6,COc1ccc2nc(SCC(=O)c3ccco3)[nH]c2c1
-0.25,-0.73,41.9,Cn1c(NC(=O)c2cc(-c3ccc4c(c3)OCO4)nc3ccccc23)cc(=O)n(C)c1=O
-0.23,-0.47,·,O=C(CSc1nc(O)c(C2CCCCC2)c(=O)[nH]1)Nc1ccc(Cl)cc1
0.6,0.55,15.6,Cc1ccc(C(=O)Nc2ccc3c(c2)CCC3)o1
-0.38,0.25,-7.1,COc1ccccc1C(c1nnnn1CCc1ccccc1)N1CCCCCC1 (stereo not given)
·,·,-40.0,CC1=C(C(=O)Nc2ccccn2)C(c2ccc3c(c2)OCO3)C2=C(CC(C)(C)CC2=O)N1 (stereo not given)
0.28,0.48,·,COc1ccc(-c2csc(NC(=O)c3ccccc3NS(=O)(=O)c3ccc(C)cc3)n2)cc1
1.2,0.88,·,CCCCCn1c(=O)[nH]c2cc(C(=O)O)ccc2c1=O
-0.23,-0.21,2.9,CC(=O)N1CC(=O)N(OCc2ccccc2)C1c1ccc(Cl)cc1Cl (stereo not given)
0.07,-0.09,-2.9,CC(C)COP(=O)(c1ccc(N(C)C)cc1)C(Nc1ccccc1)c1cccnc1 (stereo not given)
·,·,11.1,O=C(O)C1CSC2(c3ccc(Br)cc3)CCC(=O)N12 (stereo not given)
·,·,-20.0,O=C(C(=O)N1CCN(c2cccc(Cl)c2)CC1)N1CCCCC1
0.21,0.06,18.9,CCCOc1ccccc1Cn1c(=O)oc2ccc(C)cc21
·,·,55.6,CCN(c1ccccc1)S(=O)(=O)c1ccc(OC)c(NC(=O)Cn2cnc3c2c(=O)n(C)c(=O)n3C)c1
0.48,-0.04,-103.5,O=C(COc1ccccc1)Nc1ccc([N+](=O)[O-])cc1
-0.46,-1.02,-30.0,CC(C)[C@H](NC(=O)OCc1ccccc1)C(=O)NCc1ccccc1
-1.27,0.63,-90.9,Cc1ccc(S(=O)(=O)c2cnc(-c3ccccc3)nc2Oc2ccccc2)cc1
1.49,1.99,·,O=C(Nc1nc2ccccc2[nH]1)c1ccc(F)c(S(=O)(=O)N2CCOCC2)c1
0.87,0.74,-153.8,O=C1CCC(=O)N1OCCCOc1ccc2c(c1)CCC2
1.07,0.6,·,NNC(=O)c1ccc([N+](=O)[O-])c(CS(=O)(=O)c2ccc(Cl)cc2)c1
·,·,40.0,CCCCOc1ccc(-c2[nH]ncc2C=O)cc1
1.4,0.84,-14.3,CCOC(=O)c1nnn(-c2ccccc2C#N)c1C
·,·,-7.7,COc1ccc(CC(=O)NCc2n[nH]c(=S)n2-c2ccc(Br)cc2)cc1
-1.87,-1.56,-19.2,CC1CC(=S)Nc2ccccc2N1Cc1ccccc1 (stereo not given)
-2.15,-1.45,·,C1=C(c2ccccc2)CCN(c2nc3ccccc3n3cnnc23)C1
0.69,0.63,-3.2,CC(CNCC1CCCO1)COc1ccccc1 (stereo not given)
-0.56,-0.68,·,Cc1nn(-c2cccc(C(F)(F)F)c2)c(Cl)c1/C=N/n1cnnc1
-0.58,-0.44,-260.0,Cc1ccccc1Cn1cc(S(=O)(=O)CC(=O)Nc2nccs2)c2ccccc21
1.6,1.29,-9.1,O=C1CN(C(=O)COC(=O)CCC(=O)c2ccc3c(c2)OCCO3)c2ccccc2N1
-0.22,-0.4,30.8,Cc1ccc(C(C)(C)C)cc1S(=O)(=O)Nc1cccc(S(=O)(=O)NC2=NCCC2)c1
·,·,40.0,O=C(Nc1ccccc1C(=O)O)c1cccc(F)c1
-0.01,-0.36,31.2,COc1cc([N+](=O)[O-])cc(/C=N/NC(=O)C(C)Nc2cccc(C)c2)c1O (stereo not given)
·,·,-182.1,O=C(NCc1ccco1)C(c1ccncc1)N(C(=O)Cc1cccs1)c1ccccc1 (stereo not given)
-0.37,-0.8,·,Cc1ccc(F)cc1NC(=O)Cc1ncc(C(F)(F)F)cc1Cl
·,·,-83.3,O=C(NCCN1C(=O)S/C(=C\c2cccs2)C1=O)c1ccco1
-1.44,0.2,25.0,O=C(C1CCN(CCCc2ccccc2)CC1)N(CCc1ccccc1)Cc1ccccc1
0.55,0.86,37.5,CCOC(=O)c1c(NC(=O)c2ccc(N3C(=O)[C@@H]4[C@H](C3=O)[C@H]3C=C[C@@H]4C3)cc2)sc2c1CC(C)CC2 (stereo not given in full)
-0.62,-0.82,44.0,CCCCc1nc(N2CCOCC2)c(C#N)c2c1COC(C)(C)C2
0.65,0.98,25.0,CCOc1ccc(/C=N/NC(=O)c2nnn(-c3nonc3N)c2-c2ccc(OCC)cc2)cc1
0.42,0.04,36.4,O=c1c2ccccc2nc(N/N=C/c2ccc(O)cc2)n1O
0.19,-0.87,-5.7,COc1ccc(S(=O)(=O)N(C)CC(=O)NCc2ccco2)cc1
1.4,0.73,-24.1,Cc1cc(-c2c(C)[nH]n(-c3ccc(Cl)cc3)c2=O)n(-c2ccccc2)n1
0.12,-0.51,-7.4,CCOC(=O)N1CCN(C(=O)c2cn(CC)c3cc(N4CCN(C)CC4)c(F)cc3c2=O)CC1
·,·,-33.3,COC(CNC(=O)c1cnn2c(C)c(Cc3ccccc3)c(C)nc12)OC
0.22,2.88,-247.6,CC/C(=N/Nc1ccccc1)c1cnnc(-c2ccccc2)n1
-1.42,-1.28,·,COc1cccc(/C=C/C(=O)Oc2ccc(C(=O)c3ccc(F)cc3)cc2)c1
0.79,0.55,·,CCn1c(SCC(=O)Nc2ccc(S(N)(=O)=O)cc2)nnc1-c1cccc(OC)c1
-0.47,-1.08,37.5,CCOC(=O)c1ccc(N2C(=O)CC(N3CCC(O)(c4ccc(Br)cc4)CC3)C2=O)cc1 (stereo not given)
-1.26,-1.59,-418.8,COc1ccc(-c2nc(C)sc2C)cc1
1.42,0.37,-93.3,Cn1c(=O)c2c(ncn2CC(=O)OCC(=O)NCc2ccccc2Cl)n(C)c1=O
1.07,0.99,·,Cc1nc2ncnn2c(N2CCN(C(=O)c3cccc(F)c3)CC2)c1Cc1ccccc1
0.49,0.09,-10.0,CCOc1ccccc1/C=c1\sc2ncnn2c1=O
1.34,0.86,60.0,COc1ccccc1N1CCN(C(=O)N2CCOCC2)CC1
0.35,-0.21,28.6,CC(CNC(=O)C1CCCCC1C(=O)O)c1ccccc1 (stereo not given)
-0.98,-0.9,19.4,O=C(CSc1nnc(NC2CCCCC2)s1)Nc1ccc(N2CCOCC2)cc1
-1.31,-1.34,31.2,O=C(C1CCC1)N1CCc2cc(S(=O)(=O)NCCN3CCN(c4ccccc4F)CC3)ccc21
0.73,0.56,-46.1,Cc1cc(C(F)F)n2nc(C(=O)Nc3ccccc3Br)nc2n1
0.58,0.69,·,CCn1cc(CNC(=O)c2cc(-c3ccccc3OC)nc3ccccc23)c(C)n1

# New compounds follow
SDO1 yeast rescue,SDO1 yeast rescue Rescue 24 h,Insulin prom inh,SMILES
-0.96,-0.54,38.9,CCS(=O)(=O)c1ccc2oc(Nc3cc(C)cc(C)c3)nc2c1
·,·,6.2,COc1cc(CC(NC(C)=O)C(=O)NC2CCN(C(=O)c3cc(OC)c(OC)c(OC)c3)CC2)cc(OC)c1 (stereo not given)
0.43,0.3,·,CCN1CCN(C(=O)C2CCN(Cc3nc(-c4cccc(Cl)c4)oc3C)CC2)CC1
-0.99,-0.8,-26.3,Oc1c(Br)cc(C2N=C(c3ccccc3)NO2)cc1Br (stereo not given)
-0.84,-1.03,-57.1,COc1ccc(-n2nc(C(=O)NCC(=O)NCc3ccco3)c3ccccc3c2=O)cc1Cl
-0.13,-0.12,·,Cc1ccc(NC2SC(=O)N(Cc3cccc(C(=O)O)c3)C2=O)cc1 (stereo not given)
-0.57,-1.06,·,CCOc1cc(OCC)nc(S(C)(=O)=O)n1
1.59,1.25,-220.0,CCOc1cc(C(=O)Nc2ncccn2)cc(OCC)c1OCC
0.84,1.01,·,CC1CN(Cc2nc3c(c(=O)n(C)c(=O)n3C)n2Cc2cccc(Cl)c2)CC(C)O1 (stereo not given)
0.06,-0.18,·,COC(=O)c1ccc(NC(=O)CSc2nnc(COc3ccc4c(c3)CCCC4)o2)cc1
0.3,-0.48,3.7,CCCC1C2C(=O)N(c3ccccc3)C(=O)C2ON1c1ccccc1 (stereo not given)
·,·,25.6,CCOC(=O)c1cnc(SC)nc1NCCOC
-0.52,-1.09,·,O=C(Oc1cccc(N2C(=O)C3C4c5ccccc5C(c5ccccc54)C3C2=O)c1)c1ccco1 (stereo not given)
0.55,0.67,-5.9,COc1ccc(OCCOCCOc2ccc(C)cc2[N+](=O)[O-])cc1
0.34,1.64,6.7,CCOc1ccc(Br)cc1S(=O)(=O)Nc1ccc(C(=O)OCC(=O)N(C)c2ccccc2)cc1
-0.12&-1.4,0.11&-0.99,·,CC1CC(C)CN(C(=O)CCCn2c(=S)[nH]c3ccccc3c2=O)C1 (stereo not given)
-1.71,-1.74,1.6,CC(C)=CCC/C(C)=C/C=N/NC(=O)c1cccc([N+](=O)[O-])c1
-0.63,-1.21,14.3,COc1cc(/C=C/C(=O)c2ccc(O)cc2)ccc1OCC#N
0.46,0.43,2.7,Cc1ccc(NC(=O)N2CCC(O)(c3cccnc3)CC2)cc1
-1.1,0.49,0.0,CCN(CC)c1ccc(NC(=O)/C=C\c2ccccc2Cl)cc1
-0.76,-1.06,-14.7,COc1ccc(-c2oc3ncn4nc(COc5ccccc5)nc4c3c2-c2ccc(OC)cc2)cc1
0.16,0.18,-25.0,Cc1nc(SCC(=O)NCCc2ccccc2)nc(C)c1C
0.44,0.37,-15.8,CCOC(=O)/C(C#N)=C1\C=CN(C)C(C)=N1
-0.74,-1.22,·,O=C(COc1ccccc1-c1ccccc1)c1ccccc1
·,·,18.5,CCOC(=O)C1=C(C)N(C)C(=O)NC1c1cc2c(cc1[N+](=O)[O-])OCO2 (stereo not given)
-2.14,-1.56,·,CC(C)c1ccc(S(=O)(=O)Nc2ccc(SC(F)F)cc2)cc1
·,·,28.6,COc1ccc(N=c2oc3ccccc3cc2C(=O)Nc2ccccn2)cc1OC
·,·,0.0,COc1ccc(NC(=O)N2CCN(c3nc4ccccc4n3C(C)C)CC2)cc1
1.75,1.86,53.6,O=C(OCc1nc2ccc(Cl)cc2n1CCO)c1ccc(O)cc1
-0.26,-0.23,85.7*,CCNC(=O)N1CCOCC1
-1.49,-0.12,52.0,COc1ccc(N2CCN(CC(=O)Nc3ccc(-n4cnnn4)cc3)CC2)cc1
-0.71,1.4,28.1,CCOc1ccc(NC(=O)N(C2CCCCC2)C(C)c2ccncc2)cc1 (stereo not given)
-2.66,-1.26,16.7,Cc1ccc(/C(N)=N/OC(=O)c2ccc(F)cc2)cc1
-1.64,-0.56,10.1,O=C(CCCOc1ccc(Cl)cc1Cl)Nc1cccnc1
-0.65,-0.67,-310.0,Cc1ccc(OCC(=O)N2CCN(C(=O)CCC3CCCC3)CC2)cc1
·,·,0.0,O=C(O)Cn1cnc2scc(-c3cccs3)c2c1=O

# Gathered by group, the compounds so far containing a thiophene ring, fused or not (4)
SDO1 yeast rescue,SDO1 yeast rescue Rescue 24 h,Insulin prom inh,SMILES
·,·,-182.1,O=C(NCc1ccco1)C(c1ccncc1)N(C(=O)Cc1cccs1)c1ccccc1 (stereo not given)
·,·,-83.3,O=C(NCCN1C(=O)S/C(=C\c2cccs2)C1=O)c1ccco1
0.55,0.86,37.5,CCOC(=O)c1c(NC(=O)c2ccc(N3C(=O)[C@@H]4[C@H](C3=O)[C@H]3C=C[C@@H]4C3)cc2)sc2c1CC(C)CC2 (stereo not given in full)
·,·,0.0,O=C(O)Cn1cnc2scc(-c3cccs3)c2c1=O

# Complete entries as entered above. Screens in order: SDO1 yeast rescue	SDO1 yeast rescue Rescue 24 h	Insulin prom inh
# CCOC(=O)c1nnn(-c2ccccc2C#N)c1C as listed: 1.4	0.84	-14.3
# O=C(COc1ccccc1)Nc1ccc([N+](=O)[O-])cc1 as listed: 0.48	-0.04	-103.5
# O=C1CCC(=O)N1OCCCOc1ccc2c(c1)CCC2 as listed: 0.87	0.74	-153.8
# CC(CNC(=O)C1CCCCC1C(=O)O)c1ccccc1 (stereo not given) as listed: 0.35	-0.21	28.6
# O=C(C(=O)N1CCN(c2cccc(Cl)c2)CC1)N1CCCCC1 as listed: ·	·	-20.0

# Following part.
SDO1 yeast rescue,SDO1 yeast rescue Rescue 24 h,Insulin prom inh,SMILES
-1.89,0.1,·,Cn1c(=O)[nH]c(=O)c2c1nc(Sc1ccccc1)n2CCc1ccccc1
-0.28,-0.26,0.0,Cc1ccc2nc(Nc3nc(CSc4nnnn4-c4ccccc4)cc(=O)[nH]3)nc(C)c2c1
-0.66,-0.14,31.2,CCC(C(=O)Nc1ccccc1C(=O)N1CCCC1)N1C(=O)c2ccccc2C1=O (stereo not given)
-1.76,-0.16,-11.4,CC(=O)c1nn(-c2cccc(Br)c2)cc1C(=O)c1cccc2ccccc12
-0.16,0.28,-56.7,CCN(CC)C(=O)COc1ccc2oc(C)c(C(=O)OC(C)C)c2c1
1.12,1.58,·,CN(C)C=NC(=O)/C(C#N)=C1\CCc2ccccc2N1
0.48,0.06,32.3,COc1ccc(NC(=O)COc2nc(N(C)C)nc(N(C)C)n2)cc1
1.73,2.19,-357.1,COCCSc1ccccc1C(=O)NCC1CCCO1 (stereo not given)
·,·,29.4,CCCc1ccc(OCc2ccc(C(=O)Nc3cccc(C)n3)o2)c(OC)c1
0.5,0.07,30.8,CCNC(=S)NNC(=S)NCc1ccccc1
0.08,0.2,·,CCSc1nnc(NC(=O)C2CCCN(S(=O)(=O)c3cnc[nH]3)C2)s1 (stereo not given)

# Compound activity as filed in PubChem.

# Only part of the results is shown; count on the stated rates, not on these rows.
